Rac1 wt modul: wildtype Rac1 GTP binding modulators, primary screen, biochemical, GST-Rac1 beads, flow cytometry, multiplex. fluorescent GTP binding; actives lie on both sides; 0 = cold GTP competed, 100 = untreated. AID 757, 2007. GTP binding activity (% of control), % at 10 µM. Ras-related C3 botulinum toxin substrate 1 (Homo sapiens), P63000. 190,000 compounds, 0.27% hits;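 active = GTP binding activity at least 20 points away from the 100% control level, either lower or higher; inconclusive = compound flagged as likely green fluorescent, judged across all proteins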
Cdc42 wt: modulators of GTP binding to wildtype Cdc42, primary screen, biochemical, multiplex bead flow cytometry, Bodipy-GTP | 190,000 compounds, 0.2% hits | GST-Cdc42 beads; actives lie on both sides | percent activity (GTP binding), % at 10 µM;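 active = percent activity GTP binding at least 20 points away from the 100% baseline, either down as inhibitor or up as activator; inconclusive = compound flagged as likely green fluorescent from well-wide comparison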;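 also: median bead fluorescence of bound Bodipy-FL-GTP at 100 nM; 0% = excess unlabeled GTP control and 100% = no compound control; below 100% means less GTP binding so inhibitor and above means activator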
Target sequence (P60953 whole entry, looked up): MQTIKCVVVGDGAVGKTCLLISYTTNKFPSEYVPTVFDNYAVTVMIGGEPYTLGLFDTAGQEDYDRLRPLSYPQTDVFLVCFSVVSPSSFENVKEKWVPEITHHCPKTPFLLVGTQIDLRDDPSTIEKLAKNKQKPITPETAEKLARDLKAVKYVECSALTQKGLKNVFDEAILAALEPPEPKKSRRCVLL
Rab7 wt modul: modulators of GTP binding to Rab7, primary screen, biochemical, wildtype, multiplex bead flow cytometry; 190,000 compounds, 0.055% hits; GST-Rab7 beads, fluorescent GTP binding; actives lie on both sides; untreated = 100%, excess cold GTP = 0%; GTP binding activity (percent of control), % at 10 µM;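 active = fluorescent GTP binding to Rab7 beads changed by at least 20 points from the 100% baseline, either direction, mostly lower; inconclusive = compound itself probably fluorescent, or too few beads counted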;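 also: median green fluorescence of bound Bodipy-FL-GTP per Rab7 bead population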
Bim-Bcl-2: inhibitors of Bim-Bcl-2 binding, primary screen, biochemical, multiplexed, human Bcl-2 family | Apoptosis regulator Bcl-2 (Homo sapiens), P10415 | Bead-based flow cytometry, Bim peptide-Bcl-2 binding | inhibition, % at 10 µM | 190,000 compounds, 0.06% hits | AID 950, 2007; in the data active = inhibition above about 40%; inconclusive = no clear call, values can overlap the other calls;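 also: 0% = no compound wells with probe peptide and 100% = reference peptide inhibitor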
Bim-Bcl-B: inhibitors of Bim-Bcl-B binding, primary screen, biochemical, multiplexed, human Bcl-2 family | Bcl-2-like protein 10 (Homo sapiens), Q9HD36 | bead-based flow cytometry, Bim peptide-Bcl-B binding | inhibition, % at 10 µM | 190,000 compounds, 0.073% hits | AID 951, 2007;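 also: 0% = tracer peptide without compound and 100% = reference inhibitor peptide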
Target sequence (Q9HD36 whole entry, looked up): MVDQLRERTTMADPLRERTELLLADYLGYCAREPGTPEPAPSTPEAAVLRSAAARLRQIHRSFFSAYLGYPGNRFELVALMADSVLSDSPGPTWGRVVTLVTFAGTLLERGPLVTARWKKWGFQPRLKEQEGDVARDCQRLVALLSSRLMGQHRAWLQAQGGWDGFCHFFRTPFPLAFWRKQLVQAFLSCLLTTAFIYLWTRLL
Bim-Bfl-1: inhibitors of Bim binding to Bfl-1, primary screen, biochemical, multiplexed, bead-based flow cytometry. Bim-Bfl-1 binding inhibition. inhibition, % at 10 µM. 190,000 compounds, 0.12% hits. AID 1008, 2008;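 also: 0% = wells without compound plus tracer and 100% = blocker peptide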
Bim-Bcl-W: inhibitors of Bim binding to Bcl-W, primary screen, biochemical, multiplexed, bead-based flow cytometry | inhibition, % at 10 µM | Bim peptide-Bcl-W binding | 190,000 compounds, 0.02% hits | AID 952, 2007;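 also: 0% = bound tracer without compound and 100% = peptide blocker; higher means less fluorescent Bim peptide bound to Bcl-W beads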
Target sequence (Q92843 whole entry, looked up): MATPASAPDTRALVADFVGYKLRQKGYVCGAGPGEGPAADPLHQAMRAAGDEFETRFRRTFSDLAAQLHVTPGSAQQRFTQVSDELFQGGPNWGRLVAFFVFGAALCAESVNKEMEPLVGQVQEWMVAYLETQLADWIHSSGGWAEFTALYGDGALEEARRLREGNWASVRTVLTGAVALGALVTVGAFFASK
Rab2A wt mod: modulators of GTP binding to Rab2A wildtype, primary screen, biochemical, dog, bead-based flow cytometry, multiplex. Ras-related protein Rab-2A (Canis lupus familiaris), P61105. GTP binding activity, % at 10 µM. GST-Rab2 wt beads, Bodipy-GTP binding. 190,000 compounds, 0.19% hits;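 active = GTP binding activity at least 20 points away from 100%, either lowered or raised; inconclusive = signal likely due to the compound's own green fluorescence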;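 also: 0% = beads with excess unlabeled GTP and 100% = no-compound control corrected for plate trend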
HRas wt GTP: modulators of GTP binding to HRas wildtype, primary screen, biochemical, bead-based flow cytometry, multiplex; GST-Ras wt beads, Bodipy-FL-GTP binding; actives lie on both sides; GTP binding activity, % at 10 µM; 190,000 compounds, 0.14% hits; GTPase HRas (Homo sapiens), P01112; AID 759, 2007;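 active = GTP binding activity at least 20% away from the 100% baseline, either lowered as inhibitor or raised as activator; inconclusive = flagged as likely green fluorescent, judged across all proteins in the well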;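 also: 0% = unlabeled GTP competition control and 100% = no-compound control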
Target sequence (P01112 whole entry, looked up): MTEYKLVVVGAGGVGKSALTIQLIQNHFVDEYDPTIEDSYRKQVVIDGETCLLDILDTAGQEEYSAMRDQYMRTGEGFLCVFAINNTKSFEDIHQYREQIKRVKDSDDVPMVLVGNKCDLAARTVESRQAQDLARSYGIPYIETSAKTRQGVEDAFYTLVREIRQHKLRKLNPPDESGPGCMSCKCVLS
Bcl-XL Bim block: inhibitors of Bim-Bcl-XL binding, primary screen, biochemical, multiplexed, bead flow cytometry, human Bcl-XL; Bcl-2-like protein 1 (Homo sapiens), Q07817; Bim peptide-Bcl-XL binding, fluorescence; inhibition, % at 10 µM; 190,000 compounds, 0.04% hits; AID 1007, 2008
Target sequence (Q07817 whole entry, looked up): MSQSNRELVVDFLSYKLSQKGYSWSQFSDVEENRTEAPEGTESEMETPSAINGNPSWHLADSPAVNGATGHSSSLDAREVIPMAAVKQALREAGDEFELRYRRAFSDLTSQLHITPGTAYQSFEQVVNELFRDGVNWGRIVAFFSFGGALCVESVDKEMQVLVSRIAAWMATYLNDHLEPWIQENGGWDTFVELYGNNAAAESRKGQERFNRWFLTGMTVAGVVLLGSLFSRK
Rac1 mut GTP: GTP binding modulators of activated mutant Rac1, primary screen, biochemical, bead-based flow cytometry, multiplex, fluorescent GTP; GST-Rac1 activated beads; actives lie on both sides; 100% means binding = to untreated wells; percent activity (GTP binding), % at 10 µM; 190,000 compounds, 0.11% hits;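 active = GTP binding at least 20 percentage points away from the 100% baseline, in either direction, so actives lie on both sides; inconclusive = Compound likely fluorescent itself, or too few beads counted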
Starred values were filed as active, the others as inactive; u = inconclusive; x = not tested or not shown. Rule as the data show it, unless noted: active = inhibition above about 40%.

Results follow in this order: Rac1 wt modul, Cdc42 wt, Rab7 wt modul, Bim-Bcl-2, Bim-Bcl-B, Bim-Bfl-1, Bim-Bcl-W, Rab2A wt mod, HRas wt GTP, Bcl-XL Bim block, Rac1 mut GTP
- CCOc1cccc(NC(=O)Cn2nc(-c3ccc4c(c3)OCCO4)ccc2=O)c1
 : 106, 100, 100, -1, -6, 0, -1, 98, 101, -1, 98
- CC(C)NC(=O)Cn1cc(C#N)c2cc(Br)ccc21
 : 108, 103, 103, -8, -10, -9, 0, 103, 105, -1, 100
- O=C(NCc1ccco1)c1ccc2c(c1)N(Cc1ccccc1)C(=O)CS2=O (stereo not given)
 : 105, 104, 102, -9, -11, -15, -4, 100, 100, -10, 98
- O=C(NC(=O)c1ccccc1)NC1(C(F)(F)F)OCCO1
 : 98, 97, 96, -11, -5, -14, 0, 94, 97, -12, 94
- Cc1ccn2c(NC3CCCC3)c(-c3ccsc3)nc2c1
 : 99, 99, 97, 0, -3, -1, -1, 99, 99, -2, 97
- O=C(NCc1ccc2c(c1)OCO2)C1CCCN1C(=O)Nc1cccc(F)c1 (stereo not given)
 : 106, 105, 102, -13, -6, -19, -4, 102, 99, -5, 96
- S=C(NCCc1ccccc1)N/N=C/C1CCCCC1
 : 96, 93, 103, -1, -6, -5, -3, 95, 98, -3, 93
- CCOc1cc(S(=O)(=O)NCc2ccccn2)ccc1Cl
 : u, u, u, 10, 1, 2, 2, u, u, 0, u
- Cc1sc(NC(=O)/C=C/c2ccc(C(C)C)cc2)c(C#N)c1C
 : u, u, u, -4, -8, -9, -2, u, u, -5, u
- CCNc1nc(NC(C)C)nc(OCCOC(=O)c2ccccc2)n1
 : 104, 104, 102, u, x, x, x, 100, 102, x, 98
- CC12CCC(C(=O)Nc3c(Cl)cccc3Cl)(C(Br)C1=O)C2(C)C (stereo not given)
 : 103, 101, 98, -1, -3, 0, -3, 100, 101, -6, 100
- CCOC(=O)c1ccccc1NC(=O)C1CC(=O)N(c2ccccc2)C1 (stereo not given)
 : 95, 97, 96, 1, 4, 4, 3, 97, 95, 3, 94
- Cc1cccc(NC(=O)COn2nnc3ccc(S(C)(=O)=O)cc32)c1
 : 101, 99, 99, -3, -6, -7, -1, 95, 98, -1, 100
- CCOc1ccccc1N1CCN(C(=O)Nc2cccc(Cl)c2)CC1
 : 99, 102, 96, 0, 1, -1, 0, 98, 99, -1, 100
- N#CCOC(=O)c1sccc1-n1cccc1
 : 104, 102, 100, -1, -2, 0, 0, 102, 104, 0, 101
- CC(C)(C)CC(=O)Nc1cccc(-c2cn3cccnc3n2)c1
 : 97, 98, 104, -1, -2, -3, 0, 97, 98, -1, 96
- COc1ccc(C2CC(c3cccs3)=NN2C(=O)CSC2=NN3CCCC(=O)N=C3S2)cc1 (stereo not given)
 : 105, 102, 100, -5, -4, -9, 1, 99, 99, 0, 102
- CC(Nc1nc(N2CCN(S(C)(=O)=O)CC2)nc2ccccc12)c1ccccc1 (stereo not given)
 : 102, 103, 100, 0, -1, 0, -3, 101, 101, -3, 101
- CC(C)(C)OC(=O)N1CC2Cc3[nH]c(=O)ccc3C(C2)C1 (stereo not given)
 : 106, 102, 104, -2, -4, -17, 0, 100, 104, -7, 98
- O=C(Nc1ccc(F)cc1)N1CCN(CCc2ccccc2)CC1
 : 98, 96, 104, -3, -7, -5, -3, 101, 99, 0, 98
- COCCOC(=O)c1c(C)oc2ccc(OS(C)(=O)=O)cc12
 : 100, 96, 96, -2, -1, -5, -2, 94, 97, -2, 96
- C=CCSc1nc2ccccc2c(=O)[nH]1
 : 102, 101, 99, -6, -7, -2, 1, 100, 100, -2, 98
- O=C(N/C=C\c1ccccc1)NCc1ccc(Cl)cc1Cl
 : 96, 100, 95, -2, -1, 0, 0, 95, 99, -3, 95
- O=C1CCC/C(=N\NC(=O)NC2CCCCC2)C1
 : 98, 98, 96, -1, 0, -4, 1, 97, 97, 1, 96
- CCN(CC)C(=O)C1CCCN(Cc2ccc(F)c(F)c2)C1 (stereo not given)
 : 105, 103, 97, -11, -11, -19, -4, 100, 100, -7, 100
- O=C(c1ccc(F)cc1)c1cc2ccccc2o1
 : 99, 100, 98, -4, -2, -14, -1, 100, 99, -2, 97
- Cc1cc(C)n(-c2nnc(C)n2/N=C/c2ccccc2F)n1
 : 101, 101, 99, -5, -6, -10, 0, 98, 99, -9, 99
- Cn1c(=O)cc(SCC(=O)NCc2ccc(F)cc2)c2ccccc21
 : 94, 94, 96, -2, 0, -1, -4, 95, 92, -3, 95
- COc1ccccc1C1CC(c2ccc(F)cc2)Nc2ncnn21 (stereo not given)
 : 100, 102, 102, 0, 0, -1, 0, 105, 103, -2, 99
- CCc1cc2c(NCC3CCCO3)ncnc2s1 (stereo not given)
 : 100, 103, 101, -4, -6, -6, -1, 98, 100, 0, 98
- COC(=O)c1cccc(NC(=O)Nc2ccc(Cl)c(Cl)c2)c1
 : u, u, u, 0, 0, 2, 0, u, u, -1, u
- O=C(N/N=C/C=C\c1ccccc1[N+](=O)[O-])c1ccccn1
 : 103, 101, 95, 5, 7, 6, 3, 100, 99, 7, 97
- Cc1cccc(-n2ccnc2SCC(=O)Nc2ccc3c(c2)OCCO3)c1
 : 104, 105, 103, -15, -10, -15, -1, 101, 101, -10, 101
- Cn1c(=NC(=O)C2CC2)sc2cccc(F)c21
 : 107, 104, 99, -7, -15, -7, -8, 97, 100, -8, 100
- O=C(Nc1nccs1)c1sc2cc(Cl)ccc2c1Cl
 : 101, 101, 100, -1, -1, 0, 4, 100, 101, 3, 100
- Cc1cc(S(=O)(=O)N(Cc2ccc3c(c2)OCO3)CC2CCCO2)ccc1-n1cnnn1 (stereo not given)
 : 105, 101, 100, -12, -6, -8, 2, 99, 100, -4, 100
- COC(=O)[C@H]1C[C@@H]1[C@H](NC(=O)c1ccccc1)c1ccccc1
 : 103, 102, 98, -2, -8, 0, -7, 99, 97, -4, 97
- CCn1c(N)c(C(=O)N2CCOCC2)sc1=S
 : 98, 99, 97, -8, -55, 13, -20, 99, 97, -28, 96
- Cc1cc(=O)oc2cc(OCCSCCN3CCOCC3)ccc12
 : 99, 101, 101, -4, -5, -3, -3, 99, 99, -3, 98
- Cc1cnc(C(=O)N2CCCC(C(=O)c3cccc(OC(C)C)c3)C2)cn1 (stereo not given)
 : 96, 94, 96, 4, -25, 18, 10, 96, 98, 21, 92

A different layout for 8 compounds above:
SMILES,Rac1 wt modul,Cdc42 wt,Rab7 wt modul,Bim-Bcl-2,Bim-Bcl-B,Bim-Bfl-1,Bim-Bcl-W,Rab2A wt mod,HRas wt GTP,Bcl-XL Bim block,Rac1 mut GTP
Cc1cccc(-n2ccnc2SCC(=O)Nc2ccc3c(c2)OCCO3)c1,104,105,103,-15,-10,-15,-1,101,101,-10,101
Cn1c(=NC(=O)C2CC2)sc2cccc(F)c21,107,104,99,-7,-15,-7,-8,97,100,-8,100
O=C(Nc1nccs1)c1sc2cc(Cl)ccc2c1Cl,101,101,100,-1,-1,0,4,100,101,3,100
Cc1cc(S(=O)(=O)N(Cc2ccc3c(c2)OCO3)CC2CCCO2)ccc1-n1cnnn1 (stereo not given),105,101,100,-12,-6,-8,2,99,100,-4,100
COC(=O)[C@H]1C[C@@H]1[C@H](NC(=O)c1ccccc1)c1ccccc1,103,102,98,-2,-8,0,-7,99,97,-4,97
CCn1c(N)c(C(=O)N2CCOCC2)sc1=S,98,99,97,-8,-55,13,-20,99,97,-28,96
Cc1cc(=O)oc2cc(OCCSCCN3CCOCC3)ccc12,99,101,101,-4,-5,-3,-3,99,99,-3,98
Cc1cnc(C(=O)N2CCCC(C(=O)c3cccc(OC(C)C)c3)C2)cn1 (stereo not given),96,94,96,4,-25,18,10,96,98,21,92

Following part:
Results follow in this order: Rac1 wt modul, Cdc42 wt, Rab7 wt modul, Bim-Bcl-2, Bim-Bcl-B, Bim-Bfl-1, Bim-Bcl-W, Rab2A wt mod, HRas wt GTP, Bcl-XL Bim block, Rac1 mut GTP
- O=C(CSc1nnc(-c2ccccc2)n1Cc1ccco1)Nc1ccc2c(c1)OCCO2
 : 105, 100, 100, -1, -19, -13, -8, 101, 101, -4, 100
- O=c1oc2ccccc2n1CSC1=NCCS1
 : 102, 101, 98, -6, -8, -10, -1, 100, 99, -1, 99
- CN1CCN(C(=O)N2c3ccccc3C=Cc3ccccc32)CC1
 : 103, 100, 100, 1, -4, -3, 4, 100, 100, 7, 100
- CCCOC(=O)C1=C(C)NC(=O)NC1c1ccc(Br)s1 (stereo not given)
 : 93, 95, 97, 0, -1, 4, -4, 98, 97, -5, 94
- C=CCOC(=O)C1=C[C@@H](c2ccc3c(c2)OCO3)C[C@@H](OCc2ccc(CO)cc2)O1
 : 100, 96, 103, 0, -3, -6, 0, 96, 96, -4, 96
- COCCn1nnnc1CN1C2CCCC1CC(NC(C)=O)C2 (stereo not given)
 : 101, 102, 99, -8, -7, -3, -7, 100, 101, -4, 101
- Cc1cc(C(=O)COC(=O)C2=NNC(=O)CC2)c(C)n1CCc1ccccc1
 : 99, 102, 98, -2, -1, -1, -5, 102, 99, -3, 95
- COc1ccc(CNCCNC(=O)c2cccs2)cc1OC
 : 99, 94, 104, -2, -3, -10, -1, 99, 102, -2, 98
- CCC(=O)N1CCc2cc(S(=O)(=O)NCCN3CCCCC3CC)ccc21 (stereo not given)
 : 101, 100, 96, 0, -2, 0, 0, 98, 97, 0, 99
- C=CCOc1cccc(C2/C(=C(/O)c3ccc(C)cc3)C(=O)C(=O)N2CCN2CCOCC2)c1 (stereo not given)
 : 96, 98, 95, -8, -6, -9, 0, 96, 97, -10, 95
- CCCCC(=O)Nc1ccc(C(=O)NNC(=O)c2ccc(C)c(Br)c2)cc1
 : 108, 106, 102, -6, -13, -9, -15, 100, 100, -15, 98
- Cc1cccc(OC(C)C(=O)N/N=C\c2ccncc2)c1 (stereo not given)
 : 103, 100, 100, 1, -8, -4, -1, 99, 99, -1, 101

Screening data: PubChem, NMMLSC
